GPR55 LPI antagonism: GPR55 antagonists blocking LPI-driven arrestin recruitment, primary screen, imaging, U2OS, beta-arrestin-GFP, LPI agonist (AID 2013); U2OS GPR55 beta-arrestin-GFP translocation imaging, LPI antagonism; higher % means a stronger effect; inhibition, % at 10 µM, or IC50 in µM where a hit was titrated; 0.13% of 290,000 active;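 active = spots per cell inhibited over 60%, with over 100 cells counted and total cytoplasm intensity under 500,000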;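 note: U2OS cells stably carrying GPR55 and arrestin-GFP stimulated by 5 µM LPI near EC80; imaged beta-arrestin-GFP aggregate spots per cell after agonist stimulation; plate controls were LPI-stimulated DMSO wells for no effect and DMSO wells without LPI for full effect; some results filed as inactive read as strong as hits; confirmed hits need IC50 under 10 µM and bright autofluorescent wells are also inconclusive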
KOR beta-arrestin-1: KOR antagonists, beta-arrestin recruitment, cell-based, luminescence, uHTS (AID 1778) | KOR beta-arrestin recruitment, luminescence, antagonist mode; higher % means a stronger effect | 0.091% of 290,000 active | inhibition, % at 10 µM, or IC50 in µM where a hit was titrated; note: strong numbers were not always called active
Large T inhibition: SV40 large T antigen inhibitors, biochemical (AID 1903) | inhibition, % at 20 µM, or IC50 in µM where a hit was titrated | 0.39% of 310,000 active | SV40 large T antigen ATPase/helicase inhibition assay; higher % means a stronger effect; in the data active = a potency from the dose series; note: strong numbers were not always called active
GPR55 activation: GPR55 agonists via beta-arrestin recruitment, primary screen, imaging, U2OS cells, beta-arrestin-GFP redistribution (AID 1961); U2OS GPR55 beta-arrestin-GFP redistribution imaging; higher % means a stronger effect; activation, % at 10 µM, or EC50 in µM where a hit was titrated; 0.048% of 290,000 active;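 active = activation above 40% with more than 50 cells counted in the well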;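 note: U2OS osteosarcoma cells stably expressing GPR55 and beta-arrestin-GFP; plate controls were DMSO negative control for no effect and LPI positive control for full effect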
KOR beta-arrestin-2: KOR agonists, beta-arrestin recruitment, primary screen, cell-based, luminescence, uHTS (AID 1777). one-dose activation, % at 10 µM; EC50 in µM for titrated hits. KOR beta-arrestin recruitment, luminescence; higher % means a stronger effect. 0.02% of 280,000 active; in the data active = activation above about 50%, passing the limit was not always enough; note: a part of the inactive calls stands beside numbers as strong as those of hits
HIV peptide binding: inhibitors of HIV fusion peptide binding, primary screen, biochemical, uHTS, fluorescence dequenching (AID 1986). cell-free peptide binding, fluorescence dequenching, 30 min; higher % means a stronger effect. inhibition, % at 20 µM; hits with a dose series show IC50 in µM. 0.3% of 290,000 active; in the data active = inhibition mostly above about 52%, no sharp cut-off; inactive = mostly below about 76%; note: some results filed as inactive read as strong as hits
Rac1 GTP hydrolysis: MgcRacGAP GTPase-activating activity inhibitors, confirmation, biochemical, ADP Hunter fluorescence | 0.6% of 340,000 active | MgcRacGAP-stimulated Rac1 GTP hydrolysis, ADP Hunter fluorescence; higher % means a stronger effect; GST-tagged Rac1 F28L mutant substrate | one-dose inhibition, % at 30 µM; IC50 in µM for titrated hits | AID 624330;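 active = first-screen hits whose inhibition reached a set limit at any dose in the follow-up dose series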;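 note: fluorescence reports GDP produced by GAP-driven GTP hydrolysis; strong numbers were not always called active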
NOD1 NF-kB reporter: NOD1 signaling inhibitors, primary screen, cell-based, luminescence, uHTS (AID 1578); one-dose inhibition, % at 4 µM; EC50 in µM for titrated hits; NOD1-driven NF-kB luciferase reporter cells, luminescence; higher % means a stronger effect; 1% of 290,000 active; in the data active = inhibition mostly above about 36%, no sharp cut-off; inactive = mostly below about 34%;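 note: HEK-293T reporter cells stimulated with the NOD1 agonist gamma-tri-DAP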
HEK293 NOD2/NF-kB: NOD2 signaling inhibitors, cell-based, luminescence, uHTS, HEK293 (AID 1566). 0.63% of 290,000 active. HEK293 NOD2/NF-kB luciferase reporter, luminescence; higher % means a stronger effect. inhibition, % at 4 µM, or EC50 in µM where a hit was titrated; note: many of its hits are not listed in these tables
* hit, by the source's call; / = no result given; [ ] = remark or other dose. Cut-off read from the data, not from the text of the source, unless noted: active = inhibition above about 50%; inactive = the rest. An excerpt. The share of hits here may be higher or lower than overall.

GPR55 LPI antagonism	KOR beta-arrestin-1	Large T inhibition	GPR55 activation	KOR beta-arrestin-2	HIV peptide binding	Rac1 GTP hydrolysis	NOD1 NF-kB reporter	HEK293 NOD2/NF-kB	SMILES
-10%	-3%	5%	0.1%	0.7%	-0.2%	1%	-41%	-33%	CNC(=S)N1CCN(c2nc3ccccc3s2)CC1
-5%	-2%	3%	0.3%	-3.0%	2.5%	5%	-19%	0%	CC(C)n1nc(C(=O)Nc2nnc(C3CC3)s2)c2ccccc2c1=O
9%	0%	7%	0.2%	-4.1%	36%	11%	0%	-5%	Cc1ccc(-c2cc(C(=O)N/N=C/c3ccco3)[nH]n2)cc1
17%	9%[20 µM]	2%	0.0%	/	-0.9%	6%	22%	-5%	COc1ccccc1NC(=O)c1csc2c1CCC(C)C2 (configuration not stated)
9%	14%	5%	-0.2%	-2.3%	2.0%	5%	-8%	4%	CCCC1(C(=O)OCC)NC(c2ccc(O)cc2)C2C(=O)N(c3ccc4c(c3)OCCO4)C(=O)C21 (configuration not stated)
-10%	/	1%	0.4%	5.4%	-2.0%	2%	25%	7%	Cc1onc(-c2ccccc2)c1C(=O)NCc1ccc2c(c1)OCO2
-2%	-7%	22%	0.2%	0.5%	0.7%	0%	-21%	2%	CC(C)c1nnc(NC(=O)CCC(=O)NCc2ccc3c(c2)OCO3)s1
-9%	8%	0%	-0.1%	-3.6%	-1.9%	12%	1%	27%	CCn1c(=O)c2cc(C(=O)NCC(OC)OC)sc2c2ccccc21
4%	-21%	-7%	-0.1%	1.5%	3.4%	12%	9%	2%	Cc1ccc(S(=O)(=O)Oc2ccc(C(c3c(C)[nH][nH]c3=O)c3c(C)[nH][nH]c3=O)cc2)cc1
2%	-30%	3%	-0.1%	-8.1%	7.5%	3%	1%	9%	CN(C(=O)COc1cc(=O)n(C)c2ccccc12)c1cccc(Cl)c1
0%	0%	15%	-0.1%	-0.7%	1.3%	10%	-35%	5%	COc1ccc2oc(C(=O)N3CCN(c4ncccn4)CC3)c(C)c2c1
-5%	2%	23%	-0.3%	-1.8%	1.0%	19%	-48%	-7%	CNC(=O)c1cc(Nc2nnc(-c3ccc(O)cc3)c3ccccc23)ccc1OC
8%	38%	24%	-0.3%	-3.6%	-1.9%	0%	7%	13%	COC(=O)C1=C(C)N(c2ccc(C(=O)OC)cc2)C(=O)C1
0%	5%	-7%	-0.1%	0.9%	-0.4%	10%	8%	1%	Cc1cccc(NS(=O)(=O)c2ccc(Br)s2)n1
8%	14%	-1%	0.0%	-4.1%	-2.3%	-6%	-16%	-11%	O=C(NCCCc1ccccc1)c1ccc(Br)o1
9%	19%	10%	-0.1%	-0.5%	4.7%	12%	-28%	8%	C=CCn1c(Cc2cccs2)nnc1SCC(=O)c1ccc2ccccc2c1
1%	24%	14%	-0.2%	-4.8%	0.6%	1%	3%	12%	COc1cccc(C(=O)NNC2OC(CO)C(O)C2O)c1 (configuration not stated)
3%	-13%	9%	0.5%	/	4.3%	12%	9%	4%	Cc1cccc(NC(=O)C2CCCN2C(=O)OCC(C)C)c1 (configuration not stated)
5%	-24%	13%	-0.1%	-5.1%	-0.5%	5%	16%	0%	CC1CCN(C(=O)CSc2nnc(CNC(=O)c3ccco3)o2)CC1
15%	21%	-9%	-0.1%	0.5%	-0.8%	1%	-10%	-8%	OC(c1ccccc1)C1CN(Cc2ccccc2)CCC1(O)c1ccccc1 (configuration not stated)

The list goes on.
GPR55 LPI antagonism	KOR beta-arrestin-1	Large T inhibition	GPR55 activation	KOR beta-arrestin-2	HIV peptide binding	Rac1 GTP hydrolysis	NOD1 NF-kB reporter	HEK293 NOD2/NF-kB	SMILES
4%	0%	-1%	-0.3%	-2.7%	1.3%	9%	-17%	-4%	Cc1ccc(C2(c3noc(CN(C)Cc4ccccn4)n3)CCCC2)cc1
-4%	-28%	14%	0.0%	0.1%	8.0%	2%	-2%	17%	O=C(O)CSc1nnc(Cc2cccc3ccccc23)n1-c1cc(C(F)(F)F)cc(C(F)(F)F)c1
1%	2%	8%	-0.1%	5.6%	-1.6%	10%	8%	8%	Cc1cc(NCCCN2CCOCC2)n2nc(C)c(-c3ccc(F)cc3)c2n1
0%	40%	2%	-0.4%	4.9%	-0.9%	3%	-2%	10%	Cc1c(/C=N/N2C(=O)C3C4C=CC(C4)C3C2=O)c2ccccc2n1C (configuration not stated)
2%	1%	-2%	-0.1%	4.9%	-0.2%	10%	-17%	17%	CCOC(=O)CCN(Cc1ccccc1)S(=O)(=O)c1csc(C(N)=O)c1
7%	/	7%	-0.4%	-2.5%	-1.1%	5%	-12%	-8%	C/C(=N\N1CCN(c2ccc(Cl)cc2)CC1)c1ccco1
-7%	-28%	8%	-0.1%	-0.1%	0.6%	-8%	-6%	8%	Cc1c(Cl)cnc(NC(=O)COC(=O)CCc2nc3ccccc3s2)c1Cl
-4%	-19%	-4%	-0.2%	3.3%	0.4%	3%	-10%	-10%	O=C(NC1CC2CCC1C2)c1ccc(CN2CCOCC2)cc1 (configuration not stated)
9%	39%	8%	0.2%	3.3%	2.1%	-1%	-1%	26%	N#Cc1cc[n+](CC(=O)c2ccc(NC(=O)c3ccccc3)cc2)cc1
-2%	-10%	/	-0.2%	1.9%	-0.4%	-14%	-25%	3%	Cc1cnc(CNC(=O)C2CCC(=O)N(CCc3ccc(Cl)cc3)C2)cn1 (configuration not stated)
-13%	14%	15%	0.5%	4.5%	-1.7%	4%	-8%	13%	Cc1cc(C)n(/C(=C/N(C)C)C(=O)c2ccccc2)n1
5%	29%	7%	-0.1%	-1.9%	-2.8%	10%	-19%	-10%	O=C1CC(N2CCOCC2)C(=O)N1c1ccc2c(c1)OCO2 (configuration not stated)
6%	12%	10%	-0.1%	-1.4%	11%	11%	-8%	-3%	O=S1(=O)C=C(N2CCOCC2)c2ccccc21
4%	0%	7%	-0.1%	27%	-1.7%	2%	-38%	12%	N/C(=N\OC(=O)CN1C(=O)c2ccccc2C1=O)c1ccc(Br)cc1
1%	-19%	6%	-0.1%	8.1%	-1.3%	10%	5%	9%	N/C(=N\OC(=O)C(c1ccccc1)c1ccccc1)c1cccnc1
-14%	-9%	2%	0.3%	-5.3%	2.4%	-5%	-16%	13%	O=C(NCc1ccco1)c1cccc2c1C(=O)N(C1CCCCC1)C2
8%	-14%	3%	0.0%	1.0%	1.4%	-3%	0%	-20%	O=S(=O)(Cc1ccccc1)N1CCNCC1
20%	-3%	5%	-0.1%	-0.1%	2.8%	0%	-30%	-12%	COC(=O)c1ccc(NC(=O)C(=O)NCC2CCCO2)cc1 (configuration not stated)
4%	17%	2%	0.2%	-1.1%	-1.6%	5%	1%	9%	CC1=CC(C)C2C(=O)N(CCCN(C)C)C(=O)C2C1 (configuration not stated)
-10%	-19%	8%	-0.1%	-4.8%	-0.7%	5%	-5%	5%	Cc1cccc(NS(=O)(=O)c2c(C)[nH]c(C)c2C(=O)N2CCCC2)c1

Next records:
GPR55 LPI antagonism	KOR beta-arrestin-1	Large T inhibition	GPR55 activation	KOR beta-arrestin-2	HIV peptide binding	Rac1 GTP hydrolysis	NOD1 NF-kB reporter	HEK293 NOD2/NF-kB	SMILES
3%	4%	2%	-0.1%	-3.1%	-0.3%	6%	-21%	17%	O=c1[nH]c(C2CCCN(S(=O)(=O)c3cccc(F)c3)C2)nc2c1nnn2Cc1ccccc1 (configuration not stated)
8%	20%	22%	0.0%	1.5%	-2.3%	12%	-10%	-51%	COC(=O)c1ccc(COc2ccc3c(c2)CCC3)o1
3%	47%	3%	0.1%	1.2%	10%	6%	-23%	3%	Cc1ccc(S(=O)(=O)NCc2ccc(/C=C(/C#N)C(=O)NCc3ccccc3)o2)cc1
-13%	12%	7%	-0.2%	-4.6%	-0.1%	-4%	-20%	-27%	S=C(NCc1ccccc1)N1CCCCC1
8%	13%	7%	-0.2%	-2.7%	15%	11%	-16%	-2%	CCc1nnc(NS(=O)(=O)c2ccc(NC(=O)c3ccccc3O)cc2)s1
-4%	-22%	8%	-0.3%	1.8%	0.8%	6%	-3%	-33%	CC(C)(C)c1[nH]nc2c1C(c1ccc(OC(=O)c3ccco3)cc1)C(C#N)=C(N)O2 (configuration not stated)
4%	10%	6%	-0.1%	4.2%	4.3%	6%	-31%	-15%	O=C(CSc1nc2ccccc2[nH]1)Nc1nc(-c2cccc(Br)c2)cs1
1%	-28%	4%	0.1%	-0.6%	2.7%	1%	-73%	-21%	CCOc1ccc(-c2nnc(SCC(=O)N3CCCC3)o2)cc1
11%	-7%	3%	0.7%	-1.8%	0.6%	11%	-12%	-7%	O=C(CCc1ccccc1)Nc1c(F)c(F)c(F)c(F)c1F
-14%	-29%	2%	0.6%	2.5%	-0.1%	6%	4%	12%	CCC(CC)c1nc(C(N)=O)c2[nH]c(=O)n(-c3ccc(OC)c(OC)c3)c2n1
-18%	-10%	11%	-0.2%	-5.9%	-2.2%	2%	-6%	3%	COc1cc(/C=N/NC(=O)c2ccccc2Cl)ccc1Oc1ccc([N+](=O)[O-])cn1
-8%	-15%	8%	0.3%	3.1%	-0.5%	9%	-25%	11%	O=C(Cn1ncc2c3ccccc3n(Cc3ccccc3F)c2c1=O)NCCCN1CCCC1=O
29%	32%	/	-0.1%	-3.9%	-0.4%	13%	-14%	17%	CCn1c(=O)c(C(=O)NCCc2ccccc2)c(O)c2ccccc21
12%	-1%	12%	-0.2%	3.6%	0.2%	3%	-18%	-4%	O=C(C/C=N/OCc1ccc(Cl)cc1)c1cnc(-c2ccccc2)s1
10%	-3%	5%	0.2%	12%	-2.5%	3%	-32%	-32%	O=C(NCc1ccccn1)c1ccc2c(=O)n3nc(Nc4ccccc4)sc3nc2c1
-1%	-35%	30%	0.8%	3.1%	11%	8%	22%	37%	CCOc1cc(CNCc2ccncc2)cc(Br)c1OCc1ccccc1F
9%	-11%	9%	-0.1%	-4.7%	2.6%	6%	-7%	0%	CN1CC(=O)N(CCOc2ccccc2)C1=O

Single records (already shown). Order of values: GPR55 LPI antagonism | KOR beta-arrestin-1 | Large T inhibition | GPR55 activation | KOR beta-arrestin-2 | HIV peptide binding | Rac1 GTP hydrolysis | NOD1 NF-kB reporter | HEK293 NOD2/NF-kB
Results for `CCOc1cc(CNCc2ccncc2)cc(Br)c1OCc1ccccc1F` = -1% | -35% | 30% | 0.8% | 3.1% | 11% | 8% | 22% | 37%
Results for `CCc1nnc(NS(=O)(=O)c2ccc(NC(=O)c3ccccc3O)cc2)s1` = 8% | 13% | 7% | -0.2% | -2.7% | 15% | 11% | -16% | -2%
